D1 PAM = human D1 dopamine receptor positive modulation; 360,000 tested, 0.036% active; P21728; HEK293 TREx D1 cells, calcium flux, dopamine EC20 potentiation; potentiation, % at 10 µM; in the data active means potentiation above about 30%; further: 0% is about no effect
RXFP1 antag = blocks the human relaxin receptor RXFP1; HEK293-RXFP1, relaxin-stimulated cAMP HTRF, 30 min; active compounds read low; activity change, negative = inhibition, % at 57.5 µM; 350,000 tested, 0.59% active; Q9HBX9;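 active means activity change of -60% or lower, but not beyond a set lower limit; inconclusive means change between -60% and -40%, or beyond the set limit; inactive means change above -40%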; further: on the % scale 0 is the no-effect control and ±100 the full control effect
D1 agonist = activates the human D1 dopamine receptor. 360,000 tested, 1% active. P21728. activation, % at 2 µM. HEK293 T-REx D1 cells, calcium flux, agonist mode. AID 504660; in the data active means activation above about 30%; further: 0% is about no effect
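Inducible HEK293 T-REx D1 cells, force-coupled to calcium signalling, were plated at 4000 cells/well with tetracycline and held overnight at 30 C. After no-wash calcium dye loading, compound-evoked calcium rise over 180 s flagged agonists.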
RXFP1 agonist = activates the human relaxin receptor RXFP1; Q9HBX9; HEK293T-RXFP1 cAMP TR-FRET, 30 min; response scale: percent of porcine relaxin response, buffer zero; Potency, µM (highest dose often 57.5 µM), without a hit: top-dose activation, usual class: activators; 370,000 tested, 0.3% active; AID 2676; active means well fitted activation curve with a large enough effect; inconclusive means small, poorly fitted or top-dose-only effect; further: potency means the concentration at half of the fitted maximal effect; on the % scale 0 is the no-effect control and ±100 the full control effect; nearly all actives have a fitted effect of over 60% in size; many of its hits are not listed in these tables
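HEK293 cells stably expressing RXFP1, treated 30 min at 37C with compounds plus PDE4 inhibitor Ro 20174; cAMP measured by HTRF TR-FRET. Normalized to buffer and 29 nM porcine relaxin; EC50 by Hill fit.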
TRHR PAM = allosteric enhancers of human TRH receptor; enhancement, % at 2 µM; 360,000 tested, 0.66% active; TRHR cells, fluo-8 calcium fluorescence, EC20 TRH enhancement; in the data active means enhancement above about 30%; further: 0% is about no effect
Target sequence (P34981 whole entry, looked up): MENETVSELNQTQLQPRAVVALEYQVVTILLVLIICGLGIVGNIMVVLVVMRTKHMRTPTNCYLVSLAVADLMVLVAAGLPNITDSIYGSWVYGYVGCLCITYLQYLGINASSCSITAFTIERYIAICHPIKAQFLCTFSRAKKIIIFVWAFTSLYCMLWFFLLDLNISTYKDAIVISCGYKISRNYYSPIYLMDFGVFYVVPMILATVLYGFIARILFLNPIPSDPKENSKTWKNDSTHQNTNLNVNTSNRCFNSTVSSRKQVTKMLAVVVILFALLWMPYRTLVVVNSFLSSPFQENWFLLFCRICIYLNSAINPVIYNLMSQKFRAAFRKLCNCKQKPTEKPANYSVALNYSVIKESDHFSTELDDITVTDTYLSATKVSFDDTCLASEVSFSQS
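Enhancer read-out: after compound pinning and an initial kinetic agonist-mode read, an EC20 of TRH (10 nM final) was injected and fluo-8 calcium signal (Ex 480/Em 530) followed at 1 s/cycle for 100 cycles in TRHR-expressing cells.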
D2 antag = D2 dopamine receptor (human) antagonism; HEK293 TREx D2 cells, calcium flux, dopamine EC80; P14416; inhibition, % at 10 µM; 340,000 tested, 2% active; in the data active means inhibition above about 30%; further: 0% is about no effect
Target sequence (P14416 whole entry, looked up): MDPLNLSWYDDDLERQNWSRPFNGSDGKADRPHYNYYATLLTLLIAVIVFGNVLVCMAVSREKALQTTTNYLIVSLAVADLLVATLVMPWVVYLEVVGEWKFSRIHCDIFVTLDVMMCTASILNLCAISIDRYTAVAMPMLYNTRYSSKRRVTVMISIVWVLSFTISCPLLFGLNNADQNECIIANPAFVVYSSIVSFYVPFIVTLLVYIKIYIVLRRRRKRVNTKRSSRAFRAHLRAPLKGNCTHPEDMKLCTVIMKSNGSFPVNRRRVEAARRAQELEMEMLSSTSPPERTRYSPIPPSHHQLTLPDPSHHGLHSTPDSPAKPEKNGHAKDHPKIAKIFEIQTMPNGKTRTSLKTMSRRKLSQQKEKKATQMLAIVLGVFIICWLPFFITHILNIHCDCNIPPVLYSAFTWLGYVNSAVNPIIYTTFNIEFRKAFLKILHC
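Cells plated overnight at 30 C with tetracycline; no-wash calcium dye, 30–90 min RT; 10 s baseline; compound pinned; 180 s read; EC80 dopamine added; another 180 s read.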
D2 PAM = positive allosteric modulators of human D2 dopamine receptor. potentiation, % at 10 µM. 340,000 tested, 0.34% active. P14416. HEK293 T-REx D2, calcium flux, EC20 dopamine potentiation;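 active means potentiation over 3 SD above the plate norm, cut at about 30% in these data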; further: 0% is about no effect
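Cells plated with tetracycline inducer and held overnight at 30 C; calcium dye loaded 30–90 min at room temperature; baseline taken, compound added and read 180 s; EC20 dopamine then added and read 180 s.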
D2 agonist = D2 dopamine receptor (human) agonism; P14416; HEK293 T-REx D2 cells, calcium flux agonist mode; activation, % at 2 µM; 340,000 tested, 0.53% active;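 active means activation over 3 SD above normal in the single-dose calcium agonist read, cut at about 30% in these data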; further: 0% is about no effect
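Tetracycline-induced HEK293 Trex cells with D2 receptor force-coupled to calcium signaling, plated overnight at 30 C and loaded with no-wash calcium dye. Calcium flux read kinetically for 180 s after compound addition; responses flag agonists.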
D1 antagonist = antagonists of human D1 dopamine receptor; P21728; HEK293 TREx D1 cells, calcium flux, dopamine EC80; active compounds read low; activity change, negative = inhibition, % at 10 µM; 360,000 tested, 3.2% active; in the data active means activity change below about -30%; further: on the % scale 0 is the no-effect control and ±100 the full control effect
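Using tetracycline-induced force-coupled D1 Hek293 cells and a calcium dye, signals were followed for 180 s after compound, then for 180 s after EC80 dopamine, to detect inhibitors.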
* hit, by the source's call; u = inconclusive; x = not tested or not shown. These rows are one share of the data (hit frequency here may not be typical).

SMILES	D1 PAM	RXFP1 antag	D1 agonist	RXFP1 agonist	TRHR PAM	D2 antag	D2 PAM	D2 agonist	D1 antagonist
Cc1ccc(Cn2nc(C)c(NC(=O)CCCn3nc([N+](=O)[O-])c(Cl)c3C)c2C)cc1	-1.2	-8.4	0.3	1.6%	1.5	3.4	5.4	-0.4	-1.0
O=C1N/C(=C/c2ccc(N3CCOCC3)o2)C(=O)N1c1cccc(Cl)c1	-10.4	-36.5	1.2	2.1%	-1.9	-5.8	-4.8	1.9	x
CC(OC(=O)/C=C/c1cccs1)C(=O)NC1CCCCC1C (stereo not drawn)	0.2	2.3	1.1	-2.5%	-6.9	8.0	9.4	-0.2	0.4
O=C(Nc1ccc2c(c1)OCCO2)c1ccc(NC(=O)C2CCCO2)cc1 (stereo not drawn)	-6.2	-12.7	0.7	-2.2%	-4.9	-5.3	1.4	0.4	-49.3*
O=C(N/N=C/c1cccs1)C1COc2ccccc2O1 (stereo not drawn)	-3.0	11.4	2.6	3.5%	-26.2	26.9	-7.4	0.5	-23.8
Cc1ccnc(NC(c2ccccn2)c2c(C)[nH]c3ccccc23)c1 (stereo not drawn)	1.9	-6.7	-0.4	-0.8%	4.1	-17.8	6.3	1.1	x
COC(=O)c1cc(OC(=O)CCc2ccc(OC)c(OC)c2)cc(C(=O)OC)c1	-6.7	-26.2	2.5	-3.3%	-6.3	7.9	2.1	-1.6	-8.6
O=C(NCc1ccccc1)C(c1cccnc1)N(C(=O)c1csnn1)c1ccc(F)cc1 (stereo not drawn)	x	-25.6	10.3	9.0%	-2.1	5.2	-3.2	0.5	-14.0
O=C(Nc1ccc(S(=O)(=O)N2CCCC2)cc1)C1CCN(S(=O)(=O)c2ccc(F)cc2)CC1	1.1	6.4	11.3	0.1%	-4.2	-7.2	0.4	-0.3	0.7
CC(=O)N1CCc2cc(S(=O)(=O)NCC(=O)NCc3ccc(Cl)cc3)ccc21	-3.9	11.8	0.5	0.4%	0.8	x	x	x	4.3
O=C(CNC(=O)c1ccc(Cl)cc1)N/N=C/C=C/c1ccccc1	5.7	-9.6	1.4	-0.9%	-1.4	2.9	-4.2	-0.1	13.6
Cc1ccc2nc3c(cc2c1)c(NC(=O)C1CCCO1)nn3CC(C)C (stereo not drawn)	-2.5	-14.3	0.9	0.8%	6.2	-46.4	17.2	-0.2	x
Cc1cc(C)cc(N(CC(=O)NCc2ccco2)C(=O)CCC(=O)Nc2ccccn2)c1	-3.0	-2.1	6.6	-0.2%	2.7	-7.8	-8.0	0.5	6.9
Cc1ccc(C(=O)N(C)CC(=O)Nc2cccc(C)c2C)o1	2.8	11.3	3.1	-1.2%	-8.3	12.2	-0.4	-1.0	6.1
COC(=O)c1ccccc1NC(=O)c1ccc2c(c1)CC(C)O2 (stereo not drawn)	-3.5	-20.0	1.7	2.7%	4.5	0.3	8.4	0.4	39.0
CCOC(=O)c1c(-c2ccc(OC)cc2)nc2nonc2c1N	-4.2	-8.1	-0.4	-2.1%	-4.0	-9.8	10.6	-0.9	17.3
Nc1cccc(S(=O)(=O)Nc2ccc(SC(F)F)cc2)c1	-7.6	13.1	5.2	-1.2%	-1.5	-9.7	10.5	2.9	0.3
NS(=O)(=O)c1ccc(CNC(=O)/C=C/c2ccco2)cc1	-14.2	2.9	4.3	1.8%	-4.3	7.8	-7.8	0.3	5.0
COc1ccc(NC(=O)CC2C(=O)N(c3cccc(OC)c3)C(=O)N2Cc2cccnc2)cc1 (stereo not drawn)	2.3	2.7	0.2	0.2%	3.6	x	-1.0	-0.2	-64.6*
Cc1ccccc1NS(=O)(=O)c1ccc(NC(=O)CSCc2ccc(Br)cc2)cc1	1.6	-4.5	9.1	1.3%	-1.6	22.0	3.6	0.4	-6.1
Cc1cc(C)c2[nH]c(=O)c(CN(CC3CCCO3)C(=S)NCc3ccco3)cc2c1 (stereo not drawn)	-2.5	-1.0	0.7	5.1%	2.6	-11.1	10.0	-0.4	-1.1
CC(Oc1ccc2c(-c3ccccc3)cc(=O)oc2c1)C(=O)NC(Cc1c[nH]c2ccc(O)cc12)C(=O)O (stereo not drawn)	-2.0	13.6	1.5	0.2%	6.1	2.1	6.2	-0.1	-2.9
CCc1c(C)sc2c1CCN(C(=O)Nc1ccccc1C(=O)OC)C2c1ccc(OC)cc1 (stereo not drawn)	0.1	-13.3	-1.3	-0.1%	4.3	x	-1.0	-0.7	2.7
CCN1CCN(C(=O)COCc2cc(-c3ccc4c(c3)OCO4)on2)CC1	2.2	1.2	1.3	-1.1%	-4.1	-8.8	-2.0	-0.6	1.6
O=S(=O)(c1cccc(-c2cn3cccnc3n2)c1)N1CCOCC1	9.6	-10.6	1.3	u	3.1	3.2	8.2	0.5	-13.3

Quoted at random: 5 entries already listed, in no set order.
SMILES	D1 PAM	RXFP1 antag	D1 agonist	RXFP1 agonist	TRHR PAM	D2 antag	D2 PAM	D2 agonist	D1 antagonist
O=C(NCc1ccccc1)C(c1cccnc1)N(C(=O)c1csnn1)c1ccc(F)cc1 (stereo not drawn)	x	-25.6	10.3	9.0%	-2.1	5.2	-3.2	0.5	-14.0
Nc1cccc(S(=O)(=O)Nc2ccc(SC(F)F)cc2)c1	-7.6	13.1	5.2	-1.2%	-1.5	-9.7	10.5	2.9	0.3
O=C1N/C(=C/c2ccc(N3CCOCC3)o2)C(=O)N1c1cccc(Cl)c1	-10.4	-36.5	1.2	2.1%	-1.9	-5.8	-4.8	1.9	x
NS(=O)(=O)c1ccc(CNC(=O)/C=C/c2ccco2)cc1	-14.2	2.9	4.3	1.8%	-4.3	7.8	-7.8	0.3	5.0
CCc1c(C)sc2c1CCN(C(=O)Nc1ccccc1C(=O)OC)C2c1ccc(OC)cc1 (stereo not drawn)	0.1	-13.3	-1.3	-0.1%	4.3	x	-1.0	-0.7	2.7

Later entries
SMILES	D1 PAM	RXFP1 antag	D1 agonist	RXFP1 agonist	TRHR PAM	D2 antag	D2 PAM	D2 agonist	D1 antagonist
Cc1ccc(F)c(C2C3C=CCC(c4cccc(-c5ccc(N(C)C)cc5)c4)C3C(=O)N2Cc2ccccc2)c1 (stereo not drawn)	4.3	x	2.6	0.0%	7.3	-6.7	-3.9	-0.8	20.6
COc1ccc(-c2cc(C(F)(F)F)nc(SCC(=O)NCc3cccs3)n2)cc1OC	11.2	0.4	0.5	1.6%	2.6	-9.6	6.4	-0.7	-5.4
OC(COc1ccc2ccccc2c1Br)Cn1cnc(-c2ccccc2)c1 (stereo not drawn)	-4.5	-5.1	3.1	u	-3.8	-9.8	-4.5	0.1	-2.8
CCC1=NN(C(=O)CCc2ccccc2O)C(O)(C(F)(F)F)C1 (stereo not drawn)	-4.6	-3.9	7.8	1.0%	-10.5	-2.2	-19.9	3.2	-16.2
CC(/C=C/c1ccccc1)=N\NC(=O)c1cc(C)nc2ccccc12	-7.8	-6.3	1.9	4.6%	5.8	13.8	6.8	0.1	-36.0*
CCOc1ccc(CCN2CN(C3CCCCC3)CNC2=S)cc1OCC	4.7	-8.2	-0.9	0.2%	-2.8	5.3	2.3	8.1	0.1
CSc1cccc(NC(=O)N2CCN(C)CC2)c1	-1.4	12.8	2.2	-0.8%	36.5*	-1.4	11.7	1.0	-1.9
CC(C)(C)c1ccc(C(=O)N2CCN(CCNC(=O)C(=O)Nc3ccc(F)cc3)CC2)cc1	-0.7	-16.1	12.5	-1.1%	3.1	3.5	-2.4	-0.1	1.7
COc1cc(/C=C/C(=O)N[C@@H](Cc2c[nH]c3ccccc23)C(=O)O)ccc1O	-0.3	4.4	0.5	1.6%	-3.4	2.4	12.6	-0.5	-3.8
COC(=O)c1ccccc1NC(=O)c1cc(-c2ccc(Cl)cc2)on1	1.4	x	0.1	-1.1%	11.2	x	-1.6	x	-13.8
Cc1cccc(NC(=O)NCc2ccc3[nH]c(C)cc3c2)c1	-1.1	x	3.0	-1.3%	-2.9	x	x	x	-1.7
Cc1ccc(NC(=O)CCCCCN2C(=O)[C@@H]3Cc4ccccc4CN3C2=O)cc1	3.6	-21.1	5.8	0.9%	3.0	3.4	1.7	-1.1	5.0
CCN=C(NS(=O)(=O)c1ccc(Br)cc1)c1ccc(Cl)cc1	-0.8	-5.0	1.0	0.8%	-8.2	-14.3	0.7	0.8	-13.7
CCc1cccc(C)c1NC(=O)C1CCN(S(=O)(=O)Cc2ccccc2)CC1	-0.9	1.5	-1.4	-3.6%	-2.8	x	-1.8	1.0	1.6
Cc1ccc(C(C(=O)NC2CCCCC2)N(C(=O)Cc2c[nH]c3ccccc23)c2ccccc2C)o1 (stereo not drawn)	-0.6	15.3	2.7	0.8%	5.5	-3.5	4.4	-0.7	2.6
O=C(O)COCC(=O)NCc1nc(-c2ccc(C(F)(F)F)cc2)no1	-2.5	10.4	2.3	1.9%	-1.0	-0.3	4.6	0.1	6.1
Cn1c(=O)c2c(n(C)c1=O)=NC1(CCCCC1)ON=2	1.9	-0.7	1.5	0.2%	4.9	-1.8	-3.6	1.5	9.4
COc1cccc(CNC(=O)Cn2nc(-c3ccc(C)cc3)ccc2=O)c1	-1.0	0.4	0.5	1.2%	-0.9	x	3.5	1.1	-17.4
Cc1c2cnn(CC(=O)NC(C)C)c(=O)c2c(C)n1Cc1cccc(Cl)c1	-2.2	-11.2	10.9	1.5%	0.9	x	1.2	x	-54.7*
CCCC12CN3CC(C)(CN(C1)C3c1ccco1)C2=O (stereo not drawn)	-0.4	-10.9	0.6	-0.9%	-0.5	2.0	-2.4	-0.9	0.7
CCCCSCCCNC(=S)Nc1ccccc1C	-6.4	1.9	4.9	2.2%	7.1	-5.3	-1.6	-0.1	-3.3
Cc1cc(O)c(C(C)C)cc1NC1=NS(=O)(=O)c2ccccc21	1.6	-8.9	3.0	2.7%	-1.5	29.7	-9.2	-0.9	0.2
COc1ccc(NC(=O)c2cccc(-n3cnnn3)c2)cc1	-1.1	3.9	-0.1	1.8%	6.0	-13.6	2.0	0.4	10.8
O=C1NNC(=O)C1c1ccccc1	-3.5	4.2	4.1	-3.9%	-2.2	4.8	8.4	-0.1	14.8
CCCCCC(=O)Nc1cc(S(=O)(=O)N2CCOCC2)ccc1Oc1ccc(OCC)cc1	-2.0	-6.9	5.8	2.3%	-7.8	x	x	x	-5.4
Nc1ncc(S(=O)(=O)NCc2cccc(Cl)c2)cn1	-3.9	-1.9	1.3	1.2%	2.9	x	-0.1	-0.9	7.3
Cc1nnc(NC(=O)CSc2ncn(-c3ccccc3)n2)s1	1.6	-9.7	-1.5	3.6%	5.2	-16.0	9.9	-0.1	-2.5
COc1ccc(CNC(=O)CCNC(=O)N2CCn3c2nc2ccccc23)cc1	1.8	27.1	1.3	-5.7%	1.9	-7.5	19.0	-1.0	-5.8
COc1cccc2cc(C(=O)Nc3ccccc3C)/c(=N/O)oc12	0.9	4.5	2.9	2.2%	2.1	-10.1	-2.2	-1.2	9.1

Screening results deposited in PubChem BioAssay by National Center for Advancing Translational Sciences (NCATS).
